# PNC inhibitor – inhibitors of perinucleolar compartment assembly; 3.1% of 140,000 active; activity change (PNC), negative = inhibition, % at 10 µM; PC3M PTB-GFP, PNC prevalence imaging, 16 h; stronger effect = lower value;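 active = readout at or below -70, meaning at least 70% loss of cells showing the perinucleolar compartment, a nuclear body marking cancer cells; inconclusive = readout between -30 and a set limit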;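 also: plate controls were DMSO wells for no effect and camptothecin positive control wells for full effect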
#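 PC3M cells stably expressing PTB-GFP, 750–1000 cells/well, treated 16 h at 37 °C with compound (23 nl of library stock), in duplicate. After paraformaldehyde fixation and Hoechst stain, imaged at 20x; PNC prevalence scored by image analysis.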
# ALOX12 inhib – blocks human 12-lipoxygenase activity; P18054; purified 12-hLO, xylenol orange hydroperoxide absorbance; Potency, µM (series often up to 57.1 µM), for the others: at the highest dose activity change, negative = inhibition, most hits filed as inhibitors; 0.12% of 150,000 active; AID 1452; also: potency is read from the fitted curve at half-maximal effect; nearly all actives have a fitted effect of over 55% in size; many of its hits are not listed in these tables
# Target sequence (P18054 whole entry, looked up): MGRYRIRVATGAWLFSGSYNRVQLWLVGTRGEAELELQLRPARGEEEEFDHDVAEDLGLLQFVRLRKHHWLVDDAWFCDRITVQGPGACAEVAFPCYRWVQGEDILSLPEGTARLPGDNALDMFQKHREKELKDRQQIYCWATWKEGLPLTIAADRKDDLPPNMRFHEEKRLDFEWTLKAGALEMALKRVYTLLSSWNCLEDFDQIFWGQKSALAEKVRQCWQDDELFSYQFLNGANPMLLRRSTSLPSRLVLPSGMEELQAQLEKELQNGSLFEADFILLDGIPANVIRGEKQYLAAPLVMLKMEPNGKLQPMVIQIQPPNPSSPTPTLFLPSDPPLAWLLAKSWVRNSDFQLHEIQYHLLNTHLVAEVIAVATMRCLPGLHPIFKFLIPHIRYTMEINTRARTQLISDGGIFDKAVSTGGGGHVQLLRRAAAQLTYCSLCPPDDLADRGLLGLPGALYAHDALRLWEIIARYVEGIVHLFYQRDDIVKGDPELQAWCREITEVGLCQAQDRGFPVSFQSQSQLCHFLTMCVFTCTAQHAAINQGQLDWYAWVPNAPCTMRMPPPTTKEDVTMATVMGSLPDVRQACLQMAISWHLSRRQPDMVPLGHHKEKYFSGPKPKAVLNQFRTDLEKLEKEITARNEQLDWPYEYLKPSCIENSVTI
#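 Lipoxygenase turnover measured by absorbance at 573 and 405 nm after Fe-XO development. Human 12hLO 150 nM, arachidonate 40 uM, pH 7.0 Hepes buffer with detergent; 15 min compound preincubation, 30 min reaction.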
# 15-hLO-2 inh – 15-hLO-2 (ALOX15B) enzyme inhibition; O15296; purified 15hLO-2, xylenol orange hydroperoxide absorbance; Potency, µM (highest dose often 57.1 µM), inactives show top-dose activity change, negative = inhibition, hits mostly inhibitors; 0.56% of 110,000 active; AID 881; also: potency is read from the fitted curve at half-maximal effect; nearly all actives have a fitted effect of over 60% in size; many of its hits are not listed in these tables
#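 Purified human 15hLO-2 (50 nM) preincubated 15 min with compound, then 45 uM arachidonic acid for 90 min at RT in 25 mM Hepes pH 7.5, 0.01% Triton X-100. Hydroperoxide detected by Fe-xylenol orange; 573/405 nm absorbance ratio.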
# IMPase cell inh – IMPase inhibition in cells; P97697; CHO-M1 cells, IP1 accumulation, HTRF TR-FRET ratio; 120,000 tested, under 10 active; inhibition (IP1 accumulation), % at 46.1 µM; AID 901; active = well fitted curve in the direction sought with a large enough effect in the signal ratio, not every such curve was filed as active; inconclusive = small, poorly fitted or top-dose-only effect, or a change in a side signal; inactive = no such curve, though single readings can be large or run the other way; the % refers to the signal ratio;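 also: cells stimulated with carbachol in lithium chloride buffer; plate controls were DMSO basal wells for no effect and reference inhibitor wells for full effect; higher means more IMPase inhibition seen as more IP1 and lower FRET ratio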
# Target sequence (P97697 whole entry, looked up): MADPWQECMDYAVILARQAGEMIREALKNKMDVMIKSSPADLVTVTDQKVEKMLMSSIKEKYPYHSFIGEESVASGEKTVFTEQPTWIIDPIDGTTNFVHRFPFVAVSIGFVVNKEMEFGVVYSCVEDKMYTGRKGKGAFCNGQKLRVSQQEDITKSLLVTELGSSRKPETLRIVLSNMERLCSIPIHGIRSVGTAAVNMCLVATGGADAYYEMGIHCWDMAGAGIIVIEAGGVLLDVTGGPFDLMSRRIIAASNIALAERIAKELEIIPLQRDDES
#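 Elevated IP1 in lysates lowers TR-FRET signal (665/620 ratio and 620 channel reported). Cells were CHO-M1, given carbachol (50 uM as added) plus 50mM LiCl, pH 7.4, 30 min, 37C; compounds titrated up to 46 uM; AC50 by Hill equation.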
# Starred values were filed as active, the others as inactive; ? = inconclusive; . = not tested or not shown; [ ] = another dose, or the depositor's remark. Unless noted, calls follow the shape of the dose curve; as a rule, active = well fitted curve in the direction sought with a large enough effect; inconclusive = small, poorly fitted or top-dose-only effect, or another doubt; inactive = no such curve, though single readings can be large; an effect the other way counts as inactive or inconclusive. Unless noted, % is scaled to controls: 0 for no effect and ±100 for the full control effect. Only part of the results is shown; rates above refer to the full screens.
SMILES,PNC inhibitor,ALOX12 inhib,15-hLO-2 inh,IMPase cell inh
COc1ccc(C)cc1NC(=O)COC(=O)Cc1ccc(-c2ccccc2)cc1,?,2%,.,-2
CCCC(=O)N=C1SC2CS(=O)(=O)CC2N1c1ccc(C(C)=O)cc1 (stereo not given),4,-3%,5%,-8
COc1nc(-c2ccccc2)cc(-c2ccccc2)n1,-19,-3%,6%,-5
Cc1cc(C(=O)CN2CC(C)OC(C)C2)c(C)n1-c1ccccc1 (stereo not given),28,-1%,-1%,6
CC(C)(C)n1c(=O)[nH]c2c(c1=O)CCC2,?,-1%,-12%,?
O=C(NCc1cccnc1)c1cccc(S(=O)(=O)N2CCOCC2)c1,-25,1%,-3%,-7
CCCCOc1cccc(-c2cc(C(=O)NNC(=S)NCC)c3ccccc3n2)c1,20,?,3%,-9
CCCCOc1ccc(C2C3CN(C(=O)OCC)CC=C3C(C#N)=C(N)C2(C#N)C#N)cc1OC (stereo not given),-19,1%,11%[2.29 µM],9
COc1cc2c(cc1OC)CN(CC(=O)NC(=O)NCc1ccco1)CC2,10,3%,12%,-12
COc1ccc(-c2cc(C(F)(F)F)nc(N3CCN(C)CC3)n2)cc1,?,7%,45%[activator],13
CC(C)OC(=O)CC(=O)CSc1nc2c(cc1C#N)CCCCC2,?,-11%,-3%,-11
c1ccc(OCc2nc(-c3ccccc3)no2)cc1,?,1%,1%,3
Cc1cc(Cl)c(S(=O)(=O)N2CCCCCC2)cc1OCC(=O)NC1CCCCC1,46,-4%,-5%,19
COCCNC(=O)CN(C(=O)CCC(=O)Nc1ccccn1)c1ccc(F)c(Cl)c1,-24,-4%,4%,10
COC(=O)[C@@H](NC(=O)Nc1ccc(C(C)=O)cc1)C(C)C,87,-1%,6%,3
CC(C)c1ccc(NC(=O)N2CCC(c3nc4ccccc4o3)CC2)cc1,?,-9%,13%,5
O=C(c1ccccc1)N1CCC(=O)N1c1ccccc1,17,-1%,.,.
CCCCOc1ccc(NC(=O)C2CC=CCC2C(=O)O)cc1 (stereo not given),23,1%,1%,4
Cc1nn(-c2ccccc2)c(C)c1/C=N/NC(=O)c1ccccc1NS(=O)(=O)c1cccs1,?,-3%,.,.
O=C1c2ccccc2C(=O)N1C/C=C/CN1C(=O)c2ccccc2C1=O,?,3%,5%,-5
CC12CC(c3ccccc3O1)C(C(=O)N1CCOCC1)C(=O)N2 (stereo not given),21,-5%,-4%,?
O=P(O)(CN1CCCCCC1)CN1CCCCCC1,20,-4%,5%,-3
CN(C)c1ccc(CNC(=O)C2(C)C=CCN2C(=O)c2ccccc2)cc1 (stereo not given),.,-3%,-3%,.
Cc1ccc(CN(c2ccc(C(=O)Nc3ccc4c(c3)OCO4)cc2)S(C)(=O)=O)cc1,52,0%,5%,6
COc1ccc(CCNC(=O)CCC(=O)N2CCN(S(=O)(=O)c3ccc(Cl)cc3)CC2)cc1OC,?,-3%,4%,2
Cc1nc(Cl)c(C(=O)NC(=O)Nc2cccc(C(F)(F)F)c2)c(C)c1[N+](=O)[O-],23,-3%,.,-6
CC/C(O)=N\S(=O)(=O)c1ccc(N=NN(C)C)cc1,?,0%,.,3[0.0738 µM]
Cc1cc2n(n1)C(c1ccc(O)cc1)Nc1ccccc1-2 (stereo not given),?,2%,3%,2
COc1cc2[nH]c(=O)n(CCCCCC(=O)N3CCN(c4ccccc4)CC3)c(=O)c2cc1OC,-28,-2%,4%,8
COc1ccc(NC(=O)C2=C(C)C(=O)OC23CCC(C)CC3)c(OC)c1 (stereo not given),?,-7%,-2%,1

# Not a retest: entries from further up.
SMILES,PNC inhibitor,ALOX12 inhib,15-hLO-2 inh,IMPase cell inh
O=P(O)(CN1CCCCCC1)CN1CCCCCC1,20,-4%,5%,-3
CN(C)c1ccc(CNC(=O)C2(C)C=CCN2C(=O)c2ccccc2)cc1 (stereo not given),.,-3%,-3%,.

# Next structures
SMILES,PNC inhibitor,ALOX12 inhib,15-hLO-2 inh,IMPase cell inh
CNC(=O)c1cc2c(=O)n3cc(C)ccc3nc2n(Cc2ccco2)c1=N,15,-9%,-13%,-3
Cc1c(O)c2c(=O)n(-c3ccccc3)c(-c3ccccc3)cc2oc1=O,16,5%,.,.
CCOC(=O)Oc1ccc2oc(C)c(C(=O)OCCOC)c2c1,7,6%,2%,-21
Cc1ccc(Nc2nc(-c3c(C)n(C)n(-c4ccccc4)c3=O)c(C)s2)cc1,21,-1%,12%,-12
CCOC(=O)/C(C#N)=C1/CCCCCN1C,9,-3%,-4%,3
COc1ccc(-c2coc3cc(OC4OC(CO)C(O)C(O)C4O)cc(O)c3c2=O)cc1 (stereo not given),.,-3%,-6%,1
Cc1ccc2[nH]cc(C(=O)CN3CCN(c4ccccn4)CC3)c2c1,37,-1%,11%,1
COc1ccc2nc(Sc3c([N+](=O)[O-])nc(C)n3Cc3ccccc3)[nH]c2c1,22,-7%,0%,-2
COc1ccc(Nc2nc(C)cc(C)c2C#N)cc1OC,41,-2%,-3%,6
COc1ccc(C2C(C#N)=C(C)NC3=C2C(=O)c2ccccc23)cc1 (stereo not given),27,-10%,-9%,-23
COCCN1Cc2cccc(C(=O)N3CCN(c4ccccc4)CC3)c2C1=O,-20,5%,0%,-1
Cc1ccc(-n2nc(C)c(C3C(C#N)=C(N)OC4=C3C(=O)CCC4)c2Cl)cc1 (stereo not given),25,-14%,-1%,5
COc1ccc(Cl)cc1C(=O)Nn1cnc2ccccc2c1=O,-2,-2%,-2%,-6
CCCn1c2ccccc2c2nnc(SCC(=O)OC)nc21,?,-4%,-4%,0
O=c1[nH]c(CCC2CCCC2)nc2ccccc12,51,1%,.,.
O=C(OCC#CCSc1nnc(-c2ccc([N+](=O)[O-])cc2)o1)c1cccs1,35,8%,-13%,2
COc1ccccc1S(=O)(=O)Cc1ccc(C(=O)N2CCN(c3cccc(Cl)c3)CC2)o1,11,-8%,-4%,11
CSCCC(NC(=O)c1ccccc1)C(=O)NC1CCCC1 (stereo not given),-84*,-5%,-2%,6
Cc1cc(C(=O)Nc2ccc3c(c2)OCO3)cs1,?,4%,0%,9
COc1ccc(N2CCN(C(CNC(=O)C(=O)NCC3CCCO3)c3ccco3)CC2)cc1 (stereo not given),13,5%,.,1
Cc1cccc(NS(=O)(=O)c2ccc(Br)s2)n1,?,5%,-6%,5
O=C(COC(=O)Cn1[nH]c(=O)c2ccccc2c1=O)Nc1ccc2c(c1)OCO2,?,-3%,-5%,-5
COc1nnnc2c1sc1nc(N3CCOCC3)c3c(c12)CC(C)(C)OC3,11,-1%,-2%,0
O=C1CN(C(=O)c2cc3ccccc3oc2=O)C(c2ccc(F)cc2)c2cc(Br)ccc2N1 (stereo not given),?,-5%,.,.
CCOC(=O)C1C(=O)Nc2nc3ccccc3n2C1C(C)C (stereo not given),-27,-3%,-3%,7
Cc1ccc(N2C(=O)CS/C2=C(\C(Cl)=C(Cl)Cl)[N+](=O)[O-])cc1,18,?,-21%,14
CCOC(=O)CSc1nc2cc3c(cc2cc1C#N)OCO3,-127*,-9%,-3%,7
Clc1ccccc1OCCn1cnc2ccccc21,14,2%,43%[activator],6
CCOCCCNC(=S)NCCNc1nc2ccc(C)cc2cc1C#N,?,1%,.,-11
COC(=O)N1CCC2(CCCN(C(=O)Nc3ccc(OC)cc3)C2)CC1,.,-2%,0%,.
CCOC(=O)c1ccc(NC(=O)CSc2nnc(COc3ccccc3)n2C)cc1,0,-2%,3%,-20
COc1cccc(CN2C(=O)c3cccc(N)c3C2=O)c1,?,0%,.,.
O=C(CSc1nnc2scc(-c3ccccc3)n12)Nc1ccc2c(c1)OCCO2,?,-3%,-3%,0
Cc1nnc2n(Cc3ccccc3)c(=O)c3c4c(sc3n12)COC(C)(C)C4,15,-4%,2%,7
CCCCC(=O)Nc1ccc(Br)cn1,-4,3%,1%,2
Cc1ccc2[nH]c(=O)c(CN(CCCN(C)C)C(=O)Nc3ccc(Cl)cc3)cc2c1,-13,9%,72%[activator],0
Nc1nc(-c2ccccc2)cc(C(F)(F)F)n1,17,-5%,-1%,-4
COC(=O)[C@@H](NC(=O)O[C@@H]1C(=O)c2ccc(OC)cc2O[C@H]1c1cccc(C(F)(F)F)c1)C(C)C,?,-7%,.,.
COc1ccc(C2C3=C(CCCC3=O)Nc3c(-c4ccccc4)c(C)nn32)cc1 (stereo not given),-10,-8%,-14%,-16
COc1cccc(C(=O)CSc2nnc(-c3cc(OC)c(OC)c(OC)c3)o2)c1,1,2%,1%,8
O=S(=O)(c1ccccc1)N1CCn2c(nc3ccccc32)C1,?,3%,14%,9
COc1ccc2[nH]c3c(=O)n(Cc4ccco4)cnc3c2c1,-16,-7%,-7%,5
COc1cccc(-c2nc(NCc3ccco3)c3ccccc3n2)c1O,7,-13%,-11%,2
Cc1ccc(C(=O)N(Cc2ccccc2)C(C)(C)C)cc1C,?,-3%,.,.
CCCCc1ccc(-c2csc(/C(C#N)=C/c3ccc(C)o3)n2)cc1,31,-6%,-24%,-2
CCc1nnc(NS(=O)(=O)c2ccc(NC(=O)c3cc4ccccc4oc3=O)cc2)s1,-23,2%,.,-6
O=C(Nc1cccc(Cl)c1)N1CCN(c2ncccn2)CC1,-6,2%,1%,-11
CN(C)CCc1c[nH]c2ccc(CC3COC(=O)N3)cc12 (stereo not given),.,3%,-1%,.
CCn1nccc1C(=O)Nc1nc2ccccc2n1CCN1CCCCC1,49,-3%,18%,9
CC(=O)c1cccc(NC(=O)C2CCN(S(C)(=O)=O)CC2)c1,7,-4%,1%,3

# Complete entries as entered above. Screens in order: PNC inhibitor | ALOX12 inhib | 15-hLO-2 inh | IMPase cell inh
# Profile of CCc1nnc(NS(=O)(=O)c2ccc(NC(=O)c3cc4ccccc4oc3=O)cc2)s1 → -23 | 2% | . | -6
# Profile of CC(=O)c1cccc(NC(=O)C2CCN(S(C)(=O)=O)CC2)c1 → 7 | -4% | 1% | 3
# Profile of CCCCc1ccc(-c2csc(/C(C#N)=C/c3ccc(C)o3)n2)cc1 → 31 | -6% | -24% | -2
# Profile of CCn1nccc1C(=O)Nc1nc2ccccc2n1CCN1CCCCC1 → 49 | -3% | 18% | 9
# Profile of COc1cccc(-c2nc(NCc3ccco3)c3ccccc3n2)c1O → 7 | -13% | -11% | 2

# Next results:
SMILES,PNC inhibitor,ALOX12 inhib,15-hLO-2 inh,IMPase cell inh
O=C(NCc1cccnc1)[C@@H]1[C@@H](C(=O)O)[C@H]2CC[C@@H]1O2,.,-3%[11.4 µM],-15%[11.4 µM],.
CC(C)Oc1ccc(C2CNC(=O)C2)cc1 (stereo not given),-10,5%,2%,5
COc1ccc(CCNC(=O)CSc2ccc(-c3ccccc3)nn2)cc1,12,-2%,.,-5
COc1cccc(C2=NOC(C(=O)Nc3ccccc3SC)C2)c1 (stereo not given),36,6%,-9%,-1
COC(=O)c1ccc(CNC(=O)CNc2cc(C(F)(F)F)ccc2N2CCOCC2)cc1,-12,-5%,-3%,12
S=C(Nc1ccc(Cl)cc1Cl)N1CCOCC1,?,-3%,.,.
Cn1c2c(c(=O)c3ccccc31)CCC(C)(C)O2,?,2%,.,.
COc1ccc(N2CCN(C(=O)CSc3nnc(-c4ccc5[nH]c(C)c(C)c5c4)o3)CC2)cc1,13,-6%,-17%,-1
c1ccc(CN2CCC3(CC2)Nc2ccccc2CO3)cc1,?,0%,10%,4
CC1=CC(C)(C)N=C(Nc2ccc(C)cc2)S1,9,-2%,23%,19
CCc1cc(=O)oc2cc(OCC(=O)O)c(Cl)cc12,18,2%,0%,4
O=C(CSc1nnc(-c2cccs2)n1-c1ccccc1)N1CCN(C(=O)c2ccco2)CC1,15,-2%,-19%,1
CSc1ncccc1C(=O)NCc1ccc(C)cc1,-12,10%,17%,-5

# Screening results (PubChem)
